Apoferritin bind = candidate novel general anesthetic via apoferritin binding. P02791. apoferritin/1-aminoanthracene competitive binding, fluorescence. Potency, µM (top dose mostly 77.5 µM), inactives show at the top dose activity change, negative = displacement, most hits filed as inhibitors. actives 0.074% (n = 350,000); further: on the % scale 0 is the no-effect control and ±100 the full control effect; nearly all actives have a fitted effect of over 20% in size
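Horse-spleen apoferritin (10 uM) in 50% saturated 1-aminoanthracene in PBS was incubated 10 min at room temperature with compound. Fluorescence (ex 380, em 535 nm) was normalized to free and bound 1-AMA, with concentration-response fitted by a four-parameter Hill equation.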
APEX1 inh = APE1 (human) endonuclease inhibition | P27695 | Potency, µM (doses to about 65.8 µM), for the others: at the top dose activity change, negative = inhibition, usual class: inhibitors | actives 0.35% (n = 350,000) | AID 2517 | recombinant APE1, TAMRA/BHQ-2 abasic DNA cleavage fluorescence;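 further: plate controls were vehicle for no effect and reference inhibitor for full effect; nearly all actives have a fitted effect of over 55% in size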
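Substrate: short duplex with […] THF abasic site, 5'-TAMRA and 3'-BHQ-2, 50 nM final. APE1 at 0.75 nM, preincubated 15 min RT with compound. Fluorescence increase from first to third read measured activity.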
POLI inh = DNA polymerase iota (human) inhibition | Pol iota fluorescent replication assay, 10 min | Potency, µM (top dose mostly 115 µM), inactives show top-dose activity, negative = inhibition, actives largely listed as inhibitors | actives 1% (n = 390,000) | AID 588590
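Fluorescent replication assay read twice, at 0 min and 10 min after adding 50 nM (final) substrate. Enzyme (10 nM) and compounds were first incubated 15 min at room temperature; enzyme-free buffer wells were negative controls.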
Pol kappa inh = inhibitors of human DNA polymerase kappa | actives 0.53% (n = 400,000) | AID 588579 | Potency, µM (doses to about 107 µM), without a hit: at the highest dose activity, negative = inhibition, actives largely listed as inhibitors | purified Pol kappa, fluorescent DNA synthesis assay, 10 min | Q9UBT6; further: on the % scale 0 is the no-effect control and ±100 the full control effect
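Activity was followed as the change in fluorescence between reads at 0 and 10 min after starting the reaction with 50 nM substrate. Beforehand, 10 nM polymerase had been preincubated with compound for 15 min at room temperature.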
Pol eta inh = DNA polymerase eta (human) inhibition; recombinant Pol eta, fluorescent DNA replication assay; actives 1.2% (n = 390,000); Potency, µM (highest dose often 114 µM), for inactives: at the highest dose activity change, negative = inhibition, hits mostly inhibitors; Q9Y253; further: on the % scale 0 is the no-effect control and ±100 the full control effect
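Pol eta at 10 nM preincubated with compounds 15 min at room temperature; reaction started with fluorescent substrate (50 nM final) and read kinetically at 0 and 10 min.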
BLM inh = blocks DNA unwinding by human BLM helicase; Potency, µM (series often up to 56.1 µM), inactives show at the highest dose activity change, negative = inhibition, hits mostly inhibitors; actives 0.2% (n = 350,000); AID 2528; P54132; recombinant BLM DNA unwinding, fluorescence dequenching;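 further: plate controls were vehicle for no effect and no enzyme for full effect; nearly all actives have a fitted effect of over 35% in size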
Target sequence (P54132 whole entry, looked up): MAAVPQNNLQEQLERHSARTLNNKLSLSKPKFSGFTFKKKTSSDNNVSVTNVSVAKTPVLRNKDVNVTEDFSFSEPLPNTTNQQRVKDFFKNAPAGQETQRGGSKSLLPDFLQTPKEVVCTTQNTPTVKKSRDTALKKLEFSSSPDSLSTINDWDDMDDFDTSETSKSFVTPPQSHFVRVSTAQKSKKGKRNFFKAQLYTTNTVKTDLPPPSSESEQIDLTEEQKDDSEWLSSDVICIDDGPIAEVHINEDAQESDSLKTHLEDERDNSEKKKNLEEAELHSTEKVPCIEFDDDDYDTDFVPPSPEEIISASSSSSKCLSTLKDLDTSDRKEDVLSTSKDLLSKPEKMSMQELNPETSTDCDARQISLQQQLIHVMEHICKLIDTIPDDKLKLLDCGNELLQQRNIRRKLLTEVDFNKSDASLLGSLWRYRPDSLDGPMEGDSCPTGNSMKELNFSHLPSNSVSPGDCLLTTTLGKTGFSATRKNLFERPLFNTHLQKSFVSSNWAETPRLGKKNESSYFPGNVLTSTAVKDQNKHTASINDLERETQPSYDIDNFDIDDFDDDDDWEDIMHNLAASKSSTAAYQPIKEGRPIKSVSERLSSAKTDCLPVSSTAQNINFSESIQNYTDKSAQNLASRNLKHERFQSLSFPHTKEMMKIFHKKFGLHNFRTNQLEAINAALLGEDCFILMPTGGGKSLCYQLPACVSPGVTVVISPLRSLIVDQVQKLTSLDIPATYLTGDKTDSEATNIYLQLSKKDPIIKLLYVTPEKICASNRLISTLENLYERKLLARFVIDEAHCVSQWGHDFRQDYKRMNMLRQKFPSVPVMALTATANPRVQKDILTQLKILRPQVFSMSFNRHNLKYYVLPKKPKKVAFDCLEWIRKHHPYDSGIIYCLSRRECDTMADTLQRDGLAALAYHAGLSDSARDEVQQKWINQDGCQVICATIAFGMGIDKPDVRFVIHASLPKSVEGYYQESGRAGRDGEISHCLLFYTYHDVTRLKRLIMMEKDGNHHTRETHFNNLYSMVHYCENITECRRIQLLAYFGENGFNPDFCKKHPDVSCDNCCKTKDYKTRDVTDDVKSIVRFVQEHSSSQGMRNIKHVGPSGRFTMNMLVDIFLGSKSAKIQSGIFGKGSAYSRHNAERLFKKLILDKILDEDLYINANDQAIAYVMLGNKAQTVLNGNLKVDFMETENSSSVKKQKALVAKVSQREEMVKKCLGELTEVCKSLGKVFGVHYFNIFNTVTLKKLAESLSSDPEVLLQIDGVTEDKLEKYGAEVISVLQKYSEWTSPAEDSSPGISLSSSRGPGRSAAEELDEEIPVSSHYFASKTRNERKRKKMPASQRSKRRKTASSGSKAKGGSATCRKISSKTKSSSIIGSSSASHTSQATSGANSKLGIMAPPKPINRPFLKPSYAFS
POLB inh = DNA polymerase beta (human) inhibition | P06746 | Pol beta primer extension/strand displacement, fluorescence kinetic | Potency, µM (doses to about 114 µM), inactives show at the highest dose activity change, negative = inhibition, usual class: inhibitors | actives 1.3% (n = 340,000); further: on the % scale 0 is the no-effect control and ±100 the full control effect
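Values derive from four-parameter Hill fits of normalized kinetic data: reads at 0 and 10 min following addition of 50 nM substrate to 10 nM Pol beta preincubated 15 min with compound.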
BAZ2B inh = inhibitors of human BAZ2B bromodomain; Q9UIF8; AlphaScreen BAZ2B-H3K14Ac peptide displacement; Potency, µM (series often up to 114 µM), inactives show at the top dose activity change, negative = inhibition, usual class: inhibitors; actives 4.4% (n = 360,000); further: on the % scale 0 is the no-effect control and ±100 the full control effect; nearly all actives have a fitted effect of over 60% in size
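In this displacement format the biotinylated H3(5-23) peptide acetylated at Lys14 serves as ligand at 50 nM, with BAZ2B at 50 nM in PBS pH 7.4 containing 0.01% Tween-20. Donor and acceptor beads are 10 ug/mL final.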
G9a inh = inhibitors of human histone lysine methyltransferase G9a; Potency, µM (doses to about 102 µM), for inactives: at the top dose activity, negative = inhibition, hits mostly inhibitors; G9a H3K9 monomethylation, AlphaScreen, 2 h; Q96KQ7; actives 8.8% (n = 350,000); further: on the % scale 0 is the no-effect control and ±100 the full control effect; nearly all actives have a fitted effect of over 75% in size
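Readings reflect AlphaScreen signal from monomethyl-H3K9 antibody detection. HMT at 20 nM; substrate b-H3K9 500 nM; cofactor SAM 20 uM; 2 h RT reaction; compounds tested as titrations in qHTS with 15 min preincubation.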
* hit, by the source's call; ? = inconclusive; . = no result given; & = joins results of further samples; [ ] = dose if it differs, or a comment. The call rests on the fitted dose curve; in most records, active means well fitted curve in the direction sought with a large enough effect; inconclusive means small, poorly fitted or top-dose-only effect, or another doubt; inactive means no such curve, though single readings can be large; an effect the other way counts as inactive or inconclusive. Potency means the concentration at half of the fitted maximal effect. Some of the compounds tested; count on the stated rates, not on these rows.

SMILES | Apoferritin bind | APEX1 inh | POLI inh | Pol kappa inh | Pol eta inh | BLM inh | POLB inh | BAZ2B inh | G9a inh
CCC(CC)c1nc2ccccc2c(=O)[nH]1 | -15% | 3% | 36%[activator] | 5% | -13% | -3% | 23% | 0% | 7%
COc1ccc(-c2csc(NC(=S)NC(=O)c3ccc4ccccc4c3)n2)cc1OC | 2% | -1% | -8% | -20% | -8% | -9% | 7% | ? | 21%
COC(=O)N1CCN(c2ccc(OC)cc2)CC1 | 13% | -9% | 2% | -9% | -8% | -2% | -2% | 20% | ?
Cc1nn2c(=O)c(NC(=O)c3ccc(F)cc3)cnc2s1 | 2% | -1% | 29% | -16% | 0% | 2% | 18% | 9% | 9%[12.7 µM]
Cc1ccc(S(=O)(=O)c2nnn3c2nc(NCc2ccc4c(c2)OCO4)c2sccc23)cc1C | -5% | . | 2% | -14% | -11% | -8% | 4% | ? | ?
COc1ccc(S(=O)(=O)n2ccc(-c3cnc(-c4ccccc4)s3)n2)cc1 | -15% | 3% | -13% | 4% | -9% | -8% | 9% | -4% | -11%
CCOC(=O)N1CCN(C(=O)c2cc(COc3ccc(F)cc3F)on2)CC1 | -15% | 60% | 16% | -19% | 1% | -1% | 0% | 1% | 51%[activator]
O=C(Nc1ccccn1)c1cccs1 | -19% | 1% | 3% | -4% | -8% | 1% | 16% | 15% | -3%[59 µM]
Cc1ccc(C(=O)O)cc1NC(=O)c1ccc2c(c1)C(=O)N(c1ccc([N+](=O)[O-])cc1)C2=O | 4% | ? | -4% | -7% | -19% | 0% | 14% | ? | ?
COc1ccccc1OC(=O)Nc1ccc(Cl)cc1 | 5% | 57%[activator] | -8% | 2% | -12% | -1% | -1% | -17% | -1%
O=C(CN1C2=NCCCN2c2ccccc21)c1ccc(Cl)cc1Cl | -4% | 1% | 5% | -2% | -10% | 3% | 26% | 0% | -24%[59 µM]
CCOC(=O)N1CCC(N2CCN(S(=O)(=O)c3ccc4ccccc4c3)CC2)CC1 | -7% | -4% | -15%[58.9 µM] | -13% | -4% | 0% | 4% | ? | 8.9µM*
COc1ccc(N2CCN(S(=O)(=O)CCNC(=O)Cc3ccc([N+](=O)[O-])cc3)CC2)cc1 | 21% | 56% | -6% | 0% | -6% | 1% | 0% | -2% | 1%
COc1ccc(C(=O)O)cc1N1C(=O)Nc2ccccc2N1O | 2% | -3% | -4% | 4% | 5% | 1% | -5% | -31% | ?
Cc1cccc(CN2CCC(Oc3ccc(C(=O)N4CCCC4)cc3)CC2)n1 | -4% | -9% | 1% | -18% | -4% | -1% | 1% | 2% | .
CN(NC(=O)c1ccccc1F)c1nc(C(F)(F)F)nc2ccccc12 | 6% | -1% | 19% | -8% | -20% | -2% | 1% | -3% | 1%
COC(=O)[C@H](Cc1ccccc1)NC(=O)N1CCCCCC1 | -1% | 1% | 32%[activator] | 9% | -8% | 0% | ? | 8% | -4%
O=C(O)c1ccc2ncc(NC(=O)c3ccc(F)cc3)c(=O)n2c1 | -2% | -1% | 30% | -9% | -23% | -7% | 2% | -1% | -23%[59 µM]
Cc1cc(C(=O)NC2CCCN(Cc3ccc(Cl)cc3)C2)c(C)o1 (centres undefined) | -18% | -3% | 12% | 3% | -15% | -8% | 25% | ? | -8%[12.7 µM]
COc1ccc(CC(=O)Nc2ccccc2N2CCCCC2)cc1OC | -7% | -2% | 39%[activator] | -11% | -23% | -4% | 15% | -16% | 20%
O=C(NCCC1=CCCCC1)C(=O)NCc1ccncc1 | -23% | 4% | 5% | 10% | -21% | -1% | 24% | -11% | .
COc1cccc(NC(=O)c2nn(-c3ccc(OC)cc3OC)c(=O)c3ccccc23)c1 | -8% | 2% | -14% | -5% | -18% | -2% | -1% | -5% | -1%[59 µM]
COC(=O)c1ccccc1NC(=O)c1ccc2c(c1)CCN2S(=O)(=O)c1ccc(C)cc1 | 1% | . | -3% | -1% | -22% | -1% | 45% | -2% | -3%[59 µM]
COc1ccc(S(=O)(=O)NC2CCCC2)cc1Br | -20% | -1% | 8% | -8% | -1% | -1% | ? | -6% | -6%[59 µM]
O=C(CN(Cc1ccco1)C(=O)CNS(=O)(=O)c1ccc(F)cc1)NCc1ccco1 | 3% | 10% | 22% | -4% | -2% | -3% | 23% | -31% | 9%

Some values from above:
BAZ2B inh, CCOC(=O)N1CCN(C(=O)c2cc(COc3ccc(F)cc3F)on2)CC1 : 1%
Pol eta inh, CN(NC(=O)c1ccccc1F)c1nc(C(F)(F)F)nc2ccccc12 : -20%
BLM inh, COC(=O)[C@H](Cc1ccccc1)NC(=O)N1CCCCCC1 : 0%

Marked active in G9a inh, of those listed so far:
Structure	APEX1 inh	POLI inh	Pol kappa inh	Pol eta inh	BLM inh	BAZ2B inh	G9a inh
CCOC(=O)N1CCC(N2CCN(S(=O)(=O)c3ccc4ccccc4c3)CC2)CC1	-4%	-15%[58.9 µM]	-13%	-4%	0%	?	8.9µM*

More results follow.
SMILES | Apoferritin bind | APEX1 inh | POLI inh | Pol kappa inh | Pol eta inh | BLM inh | POLB inh | BAZ2B inh | G9a inh
CCN(c1ccccc1)S(=O)(=O)c1cccc(C(=O)O)c1 | -9% | -2% | -6% | -10% | 2% | 3% | 1% | -27% | 79µM*
COc1ccccc1N1CCN(CCCCOc2ccc(F)cc2)CC1 | -9% | -4% | ? | -2% | -20% | -12% | 5% | ? | ?
COc1cc(C(=O)OCc2csc(CC(=O)Nc3ccccc3C)n2)ccc1OCC(C)C | . | 15% | 34%[activator] | 0% | -22% | . | . | -21% | -24%
NC(=O)COC(=O)c1cc(S(=O)(=O)N2CCOCC2)ccc1N1CCCCC1 | -10% | -3% | 7% | 10% | -3% | 0% | ? | 25% | 11%[59 µM]
COc1cccc(OCCn2c(-c3ccc(Br)cc3)nc3ccccc3c2=O)c1 | 50%[activator] | . | -21% | 0% | -4% | -9% | 2% | -9% | -41%[59 µM]
CCN(CCCNC(=O)c1cc2cc3ccc(C)cc3nc2s1)c1ccccc1 | 4% | . | 9% | 0% | -7% | -4% | 2% | -18% | -32%[59 µM]
O=C(CSCc1ccc(F)cc1)N1CCN(c2ccc(Cl)cc2)CC1 | -14% | . | 7% | -10%[60.1 µM] | -19% | -7% | 19% | 8% | 1%[59 µM]
CCN(CC(=O)NCc1cccs1)C(=O)/C=C/c1cc(OC)ccc1OC | . | 22% | 6% | -1% | -3% | . | . | -3% | 23%[59 µM]
CNC(=O)C1CCC(Cn2c(=O)c3sccc3n(CC(=O)NCc3ccc(F)cc3)c2=O)CC1 (centres undefined) | 1% | . | 1% | 0% | 6% | -2% | 95% | 1% | 8%[59 µM]
O=C(O)/C=C/c1ccc(O)c(O)c1 | 20% | ? | 10% | ? | -17% | -10%&3%&-2%&-1%&1% | ? | ? | 11µM*
CCN1CCN(Cc2c(C)[nH]c3ccc(OC)cc3c2=O)CC1 | -3% | -2% | 4% | 3% | -7% | -3% | -4% | -5% | -39%[59 µM]
COc1ccccc1CNS(=O)(=O)c1ccc(N2CCCCS2(=O)=O)cc1 | -6% | . | -12% | -8%[60.1 µM] | 1% | 0% | 7% | -5% | -2%[59 µM]
C/C=C/c1ccc(OCC(=O)NCc2ccccc2OC)c(OC)c1 | -11% | 4% | 114%[activator] | -9% | -1% | -9% | 16% | -11% | -7%
Cc1ccc(-c2noc(CSc3nnc(Cc4ccccc4)n3-c3cccc(C)c3)n2)cc1 | 37%&58%[activator] | -6% | ? | 0%&-23% | -26%&-13% | -10%&-8% | 5%&-23% | -4%&-5% | 5%[59 µM]
CCOC(=O)/C(C(N)=NCc1ccco1)=C(/O)c1ccccc1 | ? | 3% | 30%[activator] | 14% | -10% | -24% | -2% | -27% | -24%[12.7 µM]
CCOc1ccc(NS(=O)(=O)c2ccc3[nH]cc(C(=O)NC4CCCC4)c(=O)c3c2)cc1 | ? | . | ? | -33% | -5% | -5% | ? | . | ?
COc1ccccc1C(=O)COC(=O)CNS(=O)(=O)c1ccc(NC(C)=O)cc1 | -10% | 11% | -3% | -10% | -5% | 2% | 1% | -9% | .
O=C(COC(=O)CN1C(=O)C2CCCCC2C1=O)NC1CCS(=O)(=O)C1 (centres undefined) | -5% | -1% | 4% | -1% | -8% | -1% | ? | 11% | 35%[59 µM]
CCOC(=O)c1ccc(NC(=S)NN2CCOCC2)cc1 | -3% | -2% | 33%[activator] | -14% | -19% | 5% | 8% | -8% | 3%[59 µM]
CC(C)(C)NC(=O)NC(=O)CN1CCN(c2ccccc2)CC1 | -4% | -3% | 26% | 4% | 0% | 1% | -29% | 1% | 8%
COc1cccc(Nc2cc(C)nc3nc(-c4ccc(Cl)cc4)nn23)c1 | 1% | . | ? | -14% | 79µM* | -24% | ? | -30% | -1%[59 µM]
CC(=O)Cn1c(CN2CC(C)CC(C)C2)nc2c1c(=O)n(C)c(=O)n2C (centres undefined) | -6% | 2% | 26% | -19% | -7% | -1% | 1% | 3% | 11%
COC(=O)C1CCN(C(=O)c2cc(-c3ccc(Cl)s3)nc3ccccc23)CC1 | . | -10% | 33%[activator] | -10% | -30% | . | . | -2% | 7%[0.501 µM]
Cc1ccc(SCC(=O)OC(C)C(=O)Nc2ccc(S(N)(=O)=O)cc2)cc1C (centres undefined) | . | 3% | 18% | -23% | -4% | . | . | 10% | -4%
Cc1cc(C(F)F)n2nc(C(=O)NCc3ccccc3F)nc2n1 | -13% | 6% | 1% | -17% | -7% | -1% | 2% | 4% | -1%[59 µM]
O=C(NCC(=O)N1CCCCCCC1)c1cccc([N+](=O)[O-])c1 | . | -13% | 9% | -9% | -12% | . | . | -7% | 1.3µM*
CCCCNCCOCCOc1ccc(F)cc1 | -6% | -2% | -5% | -3% | 1% | 1% | 25% | 79µM* | 11µM*
Cc1ccc(N(CC(=O)NCc2ccco2)C(=O)CCC(=O)Nc2nccs2)cc1 | 1% | -3% | 56%[activator] | 3% | -9% | -5% | 2% | -13% | 11%[12.7 µM]
CCN(CC(=O)Nc1ccc(NC(C)=O)cc1)C(=O)C1CC(=O)N(Cc2ccc(C)cc2)C1 (centres undefined) | . | -1% | 15% | -4% | -8% | . | . | -4% | 0%[0.501 µM]
